TRb SRC2 PPI: qHTS for Inhibitors of the Interaction of Thyroid Hormone Receptor and Steroid Receptor Coregulator 2; Thyroid hormone receptor beta (Homo sapiens), P10828; TRbeta-SRC2 peptide binding, fluorescence polarization; receptor liganded with 1 µM T3; Potency, µM (highest dose often 106 µM), for the others: at the top dose activity change, negative = inhibition, usual class: inhibitors; actives 0.065% (n = 280,000); AID 1469, 2008;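 further: plate controls were bound peptide for no effect and peptide without receptor for full effect; nearly all actives have a fitted effect of over 50% in size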
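Human TRb LBD (0.6 uM) plus Texas Red-labeled SRC2 peptide (20 nM), 1uM T3, 5% DMSO, 5 hr at ambient temperature. Decreased polarization (555/632 nm) flags inhibition; data normalized to free and bound peptide controls.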
GAA glycogen mod: qHTS Assay for Inhibitors and Activators of Human alpha-Glucosidase Cleavage of Glycogen; recombinant GAA, glycogen substrate, Amplex Red glucose oxidase fluorescence; Lysosomal alpha-glucosidase (Homo sapiens), P10253; Potency, µM (doses to about 76.4 µM), for inactives: top-dose activity change, negative = inhibition, actives largely listed as inhibitors; actives 0.38% (n = 300,000);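 further: 0% = full enzyme reaction and -100% = no-enzyme basal signal; the screen sought inhibitors and activators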
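Natural-substrate format: glycogen cleavage by 4 nM human enzyme, glucose read by Amplex Red coupling (Ex 573, Em 610 nm). Normalized to enzyme and no-enzyme controls.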
L3MBTL1 block: qHTS Assay for the Inhibitors of L3MBTL1; Lethal(3)malignant brain tumor-like protein 1 (Homo sapiens), Q9Y468; AlphaScreen L3MBTL1–H3K9me1 peptide binding; Potency, µM (titrated, usually from 57.1 µM), for inactives: at the highest dose activity, negative = inhibition, actives largely listed as inhibitors; actives 0.66% (n = 230,000); further: nearly all actives have a fitted effect of over 60% in size
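L3MBTL1 (50 nM) pre-complexed 30 min with biotinylated H3(1-15)K9me1 peptide (75 nM), then compounds added for 30 min at room temperature; AlphaScreen streptavidin donor/nickel chelate acceptor beads (10 ug/mL final) read after 30 min dark incubation.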
TexasRed fluor: Total Fluorescence Counterscreen for Inhibitors of the Interaction of Thyroid Hormone Receptor and Steroid Receptor Coregulator 2 | actives 0.29% (n = 280,000) | AID 1479, 2009 | Potency, µM (doses to about 106 µM), for inactives: top-dose fluorescence change, negative = quenching | TRb/SRC2 Texas Red total fluorescence interference; active means well fitted curve in either direction with a large enough effect; inconclusive means small, poorly fitted or top-dose-only effect
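Human TRβ ligand-binding domain (0.6 uM) and Texas Red SRC2 peptide (20 nM) in Tris buffer with 1 uM T3 and 5% DMSO were incubated with pinned compound for 5 hr at ambient temperature. Total fluorescence was computed as S + 2P (555/632 nm).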
GAA inh: qHTS Assay for Inhibitors of Human alpha-Glucosidase as a Potential Chaperone Treatment of Pompe Disease. Lysosomal alpha-glucosidase (Homo sapiens), P10253. purified human GAA, 4-MU-alpha-glucoside fluorescence. Potency, µM (titrated, usually from 76.9 µM), without a hit: top-dose activity change, negative = inhibition, hits mostly inhibitors. actives 0.005% (n = 200,000);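 further: plate controls were uninhibited enzyme wells for no effect and no-enzyme background for full effect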
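Enzyme (4 nM final) mixed with compound (up to 77 uM), then 4-MU-alpha-D-pyranoside (400 uM final) added; 20 min at room temperature, pH 5.0. Reaction stopped at pH 10, fluorescence read, AC50 derived by Hill fit.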
GoLoco inh red: qHTS Assay for Inhibitors of RGS12 GoLoco Motif Activity (Red Fluorophore) | Gai1:RGS12 GoLoco peptide FP, rhodamine, 10 min | Potency, µM (highest dose often 61.6 µM), without a hit: at the highest dose activity, negative = inhibition, actives largely listed as inhibitors | actives 0.44% (n = 230,000); active means well fitted inhibition curve with a large enough effect, not every such curve was filed as active; inactive means no such curve, though single readings can be large or run the other way; further: nearly all actives have a fitted effect of over 30% in size; many of its hits are not listed in these tables
Target sequence (P63096 whole entry, looked up): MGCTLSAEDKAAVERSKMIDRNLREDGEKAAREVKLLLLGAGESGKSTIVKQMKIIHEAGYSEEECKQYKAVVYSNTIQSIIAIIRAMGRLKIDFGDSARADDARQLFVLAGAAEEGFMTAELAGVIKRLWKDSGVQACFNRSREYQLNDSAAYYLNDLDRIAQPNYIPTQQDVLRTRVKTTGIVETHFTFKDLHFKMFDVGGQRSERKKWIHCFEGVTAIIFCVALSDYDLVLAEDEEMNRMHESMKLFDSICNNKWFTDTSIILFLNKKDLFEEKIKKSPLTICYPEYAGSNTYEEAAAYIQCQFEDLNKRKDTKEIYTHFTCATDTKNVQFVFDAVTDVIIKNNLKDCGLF
aGlu spleen mod: qHTS Assay for Inhibitors and Activators of Human alpha-Glucosidase From Spleen Homogenate; Lysosomal alpha-glucosidase (Homo sapiens), P10253; human spleen homogenate, 4-MU-alpha-glucoside fluorescence; Potency, µM (titrated, usually from 79.9 µM), for the others: at the highest dose activity change, negative = inhibition, usual class: inhibitors; actives 0.006% (n = 240,000);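 further: 0% = enzyme with vehicle and -100% = no enzyme basal signal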
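Human spleen homogenate (1 ug) incubated with compounds and 1 mM 4-methylumbelliferyl-alpha-D-glucopyranoside in pH 5.0 citrate/phosphate buffer, 37 C, 40 min. Stopped at pH 10; 4-MU fluorescence (Ex 365/Em 440 nm); AC50 by Hill fit.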
RECQ1 helicase: qHTS Assay for Inhibitors of RecQ-Like Dna Helicase 1 (RECQ1); Potency, µM (top dose mostly 57.3 µM), without a hit: at the highest dose activity, negative = inhibition, most hits filed as inhibitors; RECQ1 DNA unwinding, red fluorescence kinetic read; actives 0.54% (n = 240,000); ATP-dependent DNA helicase Q1 (Homo sapiens), P46063;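 further: plate controls were vehicle for no effect and no enzyme for full effect; nearly all actives have a fitted effect of over 30% in size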
Target sequence (P46063 whole entry, looked up): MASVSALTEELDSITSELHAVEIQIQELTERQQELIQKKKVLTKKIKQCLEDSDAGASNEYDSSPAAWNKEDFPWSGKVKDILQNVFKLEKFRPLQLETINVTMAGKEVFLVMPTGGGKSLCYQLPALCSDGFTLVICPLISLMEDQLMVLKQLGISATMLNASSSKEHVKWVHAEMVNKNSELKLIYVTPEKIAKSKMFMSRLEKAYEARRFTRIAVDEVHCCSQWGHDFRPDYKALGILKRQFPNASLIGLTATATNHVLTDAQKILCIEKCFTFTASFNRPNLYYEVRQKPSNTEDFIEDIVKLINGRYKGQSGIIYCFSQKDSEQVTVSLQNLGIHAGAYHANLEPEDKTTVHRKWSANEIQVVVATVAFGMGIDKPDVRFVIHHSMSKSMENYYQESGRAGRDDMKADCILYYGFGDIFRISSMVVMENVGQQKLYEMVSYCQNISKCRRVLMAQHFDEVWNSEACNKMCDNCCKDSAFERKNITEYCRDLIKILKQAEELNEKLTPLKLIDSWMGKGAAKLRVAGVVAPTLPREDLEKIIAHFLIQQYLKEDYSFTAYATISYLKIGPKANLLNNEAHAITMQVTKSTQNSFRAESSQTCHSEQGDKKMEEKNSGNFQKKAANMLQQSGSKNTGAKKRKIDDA
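RECQ1T1 50 nM; forked duplex (20 bp + 30-nt ss tails) 200 nM, ATP 2 mM final; pH 8.0, 2 mM MgCl2, 2.5 ug/ml poly(dI-dC); 15 min compound preincubation; discontinuous kinetic read over 2 h at RT.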
* hit, by the source's call; i = inactive; ? = inconclusive; . = no result given; [ ] = remark or other dose. Unless noted, the call rests on the fitted dose curve; in most records, active means well fitted curve in the direction sought with a large enough effect; inconclusive means small, poorly fitted or top-dose-only effect, or another doubt; inactive means no such curve, though single readings can be large; an effect the other way counts as inactive or inconclusive. Unless noted, on the % scale 0 is the no-effect control and ±100 the full control effect; potency means the concentration at half of the fitted maximal effect. Not all compounds are listed; count on the stated rates, not on these rows.

Structure,TRb SRC2 PPI,GAA glycogen mod,L3MBTL1 block,TexasRed fluor,GAA inh,GoLoco inh red,aGlu spleen mod,RECQ1 helicase
CCOC(=O)N1CCN(C(=O)c2oc3ccc(S(=O)(=O)N4CCCCC4)cc3c2C)CC1,-7%,10%,7%,-2%,-11%,10%,2%,-10%
O=C(c1ccc2c(c1)N(Cc1ccccc1F)C(=O)c1ccccc1S2)N1CCOCC1,2%,-4%,.,4%,.,11%,4%,4%
CCNC(=O)CSc1nnc(-c2cccc(S(=O)(=O)N(CC)CC)c2)n1CCc1ccccc1,0%,-4%,4%,-3%,8%,.,5%,-5%
O=C(Nc1nsc(-c2ccccc2)n1)c1ccc(F)cc1,2%,-3%,.,1%,?,-2%,-1%,-10%
COc1ccc(C2CC(c3cc(Br)ccc3F)n3nnnc3N2)cc1 (stereo not drawn),6%,-1%,.,1%,-9%,0%,0%,-2%
CC(C)C1N(c2ccccc2)C(N)=C(C#N)C1(C#N)C#N (stereo not drawn),-9%,-17%,-8%,-2%,2%,4%,2%,-4%
O=C(O)c1cccc(NC(=O)c2ccc(S(=O)(=O)c3ccccc3)cc2)c1,-3%,5%,2%,-2%,-14%,5%,-9%,i
Cc1ccc(S(=O)(=O)N(C)CC(=O)O/N=C(\N)c2cccc([N+](=O)[O-])c2)cc1,-25%,-1%,.,0%,-2%,-5%,-6%,i
C/C(C=O)=C/c1ccccc1,-4%,.,-2%,-2%,.,13%,4%,-7%
COC(=O)c1ccc(C)c(NC(=O)c2c(-c3ccccc3)noc2C)c1,-3%,7%,.,-6%,-6%,-8%,-6%,0%

2 records drawn at random from those above, as already listed:
Structure,TRb SRC2 PPI,GAA glycogen mod,L3MBTL1 block,TexasRed fluor,GAA inh,GoLoco inh red,aGlu spleen mod,RECQ1 helicase
CCNC(=O)CSc1nnc(-c2cccc(S(=O)(=O)N(CC)CC)c2)n1CCc1ccccc1,0%,-4%,4%,-3%,8%,.,5%,-5%
C/C(C=O)=C/c1ccccc1,-4%,.,-2%,-2%,.,13%,4%,-7%

(further entries)
Structure,TRb SRC2 PPI,GAA glycogen mod,L3MBTL1 block,TexasRed fluor,GAA inh,GoLoco inh red,aGlu spleen mod,RECQ1 helicase
c1coc(CNc2nc3sc4c(c3c3ncnn23)CCCC4)c1,5%,-3%,-4%,-3%,-4%,-3%,8%,-6%
COc1ccc(NC(=O)c2cc(C3CC3)on2)c(OC)c1,-1%,-3%,-9%,0%,5%,3%,-5%,-3%
COc1cc2c(cc1NC(=O)COc1ccc3ccccc3c1)oc1ccccc12,-8%,13%,.,-4%,2%,9%,0%,-4%
O=C(/C=C/c1ccc(F)cc1)NCCC1=CCCCC1,-5%,6%,10%,0%,-4%,-10%,-4%,-4%
COC(=O)C1=C[C@@H](C(=O)OC)[C@H]2C3=C(C(=O)[C@@]2(C)NC(=O)c2ccccc2)[C@H](C)C(C(=O)OC)=C(C(=O)OC)[C@@H]3C1,0%,.,.,-3%,.,.,4%,9%
S=C(Nc1ccccc1)N1CCCCCC1,-35%[53 µM],.,-3%,-2%[53 µM],-3%,1%,4%,9%
CN(CCO)S(=O)(=O)c1ccc2c(c1)C(=NNC(N)=O)c1cc(S(=O)(=O)N(C)CCO)ccc1-2,0%,-7%,-4%,-13%,.,11%,-14%,-11%
O=C(Nc1ccccc1)C1CCCN(C(=O)c2ccc(Cl)cc2)C1 (stereo not drawn),-6%,-1%,1%,-1%,-3%,9%,-2%,i
CC1CCN(C(=O)Cn2c(=O)n(-c3ccc(F)cc3)c(=O)c3sccc32)CC1,-3%,7%,.,0%,6%,-8%,-1%,-3%
Cc1nonc1OC(C)CNc1ccc([N+](=O)[O-])cc1 (stereo not drawn),-23%,-11%,-13%,-5%,5%,6%,11%,1%
CCCc1cc2c(cc1NC(=O)c1ccc(Br)cc1)OCO2,-5%,1%,0%,-1%,-7%,-6%,-3%,-10%
CC(C)(CCl)C(=O)Nc1ccc(OC(F)(F)F)cc1,-4%,-10%,20%,0%,-8%,8%,4%,i
COc1ccc(N2CCN(C(=O)c3ccc(Cl)c(S(=O)(=O)N4CCCC4)c3)CC2)cc1,-3%,-2%,?,-1%,-6%,2%,3%,i
COc1ccc(Cl)cc1Nc1nc(-c2sc(NC(=O)CC(C)C)nc2C)cs1,-5%,-27%,-9%,-1%,-5%,8%,-3%,i
O=C(O)CCS(=O)(=O)c1ccc(-c2ccccc2)cc1,-1%,12%,13%,-8%,2%,-5%,-2%,-1%
CC(C)(C)c1ccc(C(=O)Nc2ccccc2Cl)cc1,9%,-7%,63%[activator],0%,-8%,4%,.,-2%
CC#CCN1c2ccccc2[C@]23C[C@@H](C(=O)OC)N(C(=O)OCC)C2=NC(C(=O)OC)=C(C(=O)OC)[C@H]13,6%[11.2 µM],5%,.,-3%[11.2 µM],.,0%[14.2 µM],1%[17.4 µM],-20%[11.5 µM]
O=C(CSc1ncccn1)Nc1ccccc1,5%,1%,.,1%,-1%,0%,7%,-9%
CC(C)(C)Nc1nc2ccc([N+](=O)[O-])cc2o1,-1%,4%,-4%,-7%,.,2%,-1%,i
CCS(=O)(=O)NCc1csc(-c2ccccc2)n1,-6%,1%,3%,-2%,1%,6%,1%,i
COc1cccc(Cn2nnc(C(=O)NCc3ccccc3Cl)c2N)c1,-6%,-19%,.,-1%,-2%,10%,3%,-9%
OC(COCC1CC=CCC1)Cn1cnc2ccccc21 (stereo not drawn),-2%,6%,.,-6%,-9%,-11%,-5%,i
Cc1ccc(-n2nc3c(Cl)nnc(C)c3c2C)cc1,-5%,5%,7%,-7%,0%,0%,2%,-2%
Cc1cc(C)n(CC(=O)N/N=C/c2cc(Br)cc([N+](=O)[O-])c2O)n1,-2%,27%,-1%,-2%,-3%,9%,3%,15%
O=c1cc(CSc2nc(NCc3ccccc3)c3ccccc3n2)nc2ccc(Cl)cn12,0%,0%,1%,-4%,?,-8%,4%,-1%
O=C(CCSc1ccccc1)Nc1ccc(OCc2ccccc2)cc1,-6%,-3%,8%,3%,0%,-15%,-12%,-13%
CCN(CC(=O)NCc1ccc(F)cc1)CC(=O)Nc1ccc(S(=O)(=O)N2CCCC2)cc1,2%,4%,7%,0%,-9%,3%,-8%,i
O=c1c(Cc2ccc(Cl)cc2Cl)c(O)ccn1Cc1ccncc1,-2%,4%,-6%[2.29 µM],-6%,-12%,-7%,-3%,i
CC1(C(=O)Nc2cccc(S(=O)(=O)N3CCOCC3)c2)Cc2ccccc2C(=O)O1 (stereo not drawn),-8%,-5%,6%,0%,-3%,3%,-27%,-2%
CC(=O)N1CSCC1C(=O)O (stereo not drawn),0%,6%,7%,0%,3%,-11%,-4%,i
CCCCCCCN=CC1=C(O)CC(c2ccccc2)CC1=O (stereo not drawn),0%,8%,5%,-2%,?,3%,5%,6%
Cc1ccc2c(c1)NCC(C(=O)NC1CCCCC1)O2 (stereo not drawn),-14%,-21%,-1%,-6%,-6%,-9%,3%,-7%
CC(=O)c1c(Nc2ccccc2)sc(C(=O)c2ccccc2)c1C,-3%,-17%,13%,0%,-8%,3%,0%,-3%
O=C(Cc1cccs1)N1CCN(C(=O)C2CCCO2)CC1 (stereo not drawn),8%,-4%,2%,2%,-15%,8%,-6%,1%
S=c1[nH]nc(CCc2ccccc2)n1-c1ccc(Cl)cc1,-12%,-18%,-6%,-1%,?,-11%,5%,i
CCN(CC)S(=O)(=O)c1cccc(C(=O)N/N=C/c2ccccc2OCC(=O)O)c1,-4%,-23%,0%,-5%,2%,0%,3%,-4%
O=C(CSC1=NNC(c2ccccn2)S1)Nc1ccc(C(F)(F)F)cc1 (stereo not drawn),-5%,-8%,.,-12%,.,14%,7%,i
O=C(NCCc1cn2ccsc2n1)C1CCCCC1,-9%,-18%,-1%,2%,-14%,5%,-3%,-8%
O=C(Nc1ccc(C(=O)N2CCOCC2)cc1)c1cccc([N+](=O)[O-])c1,2%,-4%,2%,2%,1%,6%,3%,i
Cc1cccc(C)c1NC(=O)C(NC=O)c1ccc(N(C)C)cc1 (stereo not drawn),2%,-27%,-9%,0%,4%,2%,2%,i
Cc1ccc(/C=N\NC(=O)Cn2c(C)nc3ccccc32)o1,0%,-7%,-4%,1%,-3%,-13%,-3%,-8%
COc1ccccc1/C=C1\Cc2ccccc2C1=O,3%,1%,?,2%,?,2%,-4%,-4%
CC(=O)c1c(N2CCC(C(N)=O)CC2)nc(=S)n(-c2ccccc2)c1C,5%,4%,2%,1%,-2%,-1%,-13%,-35%
Cn1nc(C(=O)Nc2ccc3c(c2)OCCO3)cc1C(=O)O,0%,-7%,10%,2%,-18%,10%,0%,i
CC(C)N1CCN(Cc2cccc(-n3cccn3)c2)CC1CCO (stereo not drawn),1%,1%,8%,1%,6%,-1%,-4%,4%
NNc1nc2sc3c(c2c(=O)n1-c1ccccc1)CCCC3,1%,?,1%,-1%,.,1%,1%,-4%
O=C1Cc2cc(S(=O)(=O)N3CCN(c4cccc(Cl)c4)CC3)ccc2N1,-4%,?,-4%,1%,.,.,.,.
CN(CCc1ccccn1)C(=S)NC(=O)c1ccco1,-6%,1%,13%,0%,-10%,8%,-1%,1%

Screening data as filed in PubChem BioAssay.
